CatS block – human cathepsin S inhibition | P25774 | recombinant cathepsin S, AMC dipeptide fluorescence, pooled mixtures | inhibition, %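 (tested at 5 µM per compound within 10-compound mixtures)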 | 0.06% of 62,000 active | AID 501; in the data active means inhibition above about 32%, passing the limit was not always enough;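 further: 0% = enzyme without compound and 100% = blank without enzyme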
C1s block – blocks human complement C1s protease activity | P09871 | purified C1s, fluorogenic AMC substrate, pooled mixtures | mean inhibition % of two 10-compound mixtures (stronger effect = higher value), % at 5 µM (by protocol) | 0.16% of 62,000 active;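 active means inhibition above 20% in each of the two 10-compound mixture wells holding the compound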;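 further: 0% = enzyme wells lacking compound mixture and 100% = no-enzyme blank wells; some compounds called inactive have numbers as strong as hits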
Target sequence (P09871 16-437 limits assumed): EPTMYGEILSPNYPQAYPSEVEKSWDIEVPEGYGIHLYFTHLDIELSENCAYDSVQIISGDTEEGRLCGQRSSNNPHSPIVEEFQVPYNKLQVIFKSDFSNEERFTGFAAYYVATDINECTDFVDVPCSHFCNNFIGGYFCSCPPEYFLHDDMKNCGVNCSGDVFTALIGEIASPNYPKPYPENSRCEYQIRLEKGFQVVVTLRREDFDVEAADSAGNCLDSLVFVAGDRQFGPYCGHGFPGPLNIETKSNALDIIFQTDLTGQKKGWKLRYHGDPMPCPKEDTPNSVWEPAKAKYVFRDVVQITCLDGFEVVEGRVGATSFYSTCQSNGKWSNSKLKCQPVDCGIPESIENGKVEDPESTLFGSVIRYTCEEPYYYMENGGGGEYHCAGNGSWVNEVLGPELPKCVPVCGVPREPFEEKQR
Target sequence (P09871 438-688 limits assumed): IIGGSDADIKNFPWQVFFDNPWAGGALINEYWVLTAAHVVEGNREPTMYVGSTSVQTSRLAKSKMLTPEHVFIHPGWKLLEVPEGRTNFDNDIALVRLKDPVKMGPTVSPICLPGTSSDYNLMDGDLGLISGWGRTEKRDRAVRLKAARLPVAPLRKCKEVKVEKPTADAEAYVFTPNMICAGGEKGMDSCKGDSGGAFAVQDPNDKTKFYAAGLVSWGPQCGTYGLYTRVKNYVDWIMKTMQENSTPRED
Cathepsin G inh – cathepsin G (human) inhibition | P08311 | purified enzyme, AMC-tetrapeptide fluorescence, pooled mixtures | inhibition, % at 5 µM (by protocol) | 0.2% of 62,000 active;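 active means inhibition above 20% in each of the two mixture wells holding the compound; inactive means inhibition of 20% or less in either well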;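 further: 0% = enzyme control without mixture and 100% = blank lacking enzyme; strong numbers were not always called active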
CatB mix inh – inhibitors of human cathepsin B in compound mixtures; 0.06% of 62,000 active; Purified cathepsin B, AMC dipeptide fluorescence; inhibition, %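 (ten-compound pools at 5 µM per compound and 50 µM total)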; P07858; in the data active means inhibition above about 22%, passing the limit was not always enough;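 further: 0% = enzyme without compound and 100% = no enzyme blank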
FXIa mix inh – blocks human factor XIa in pooled compound mixtures. P03951. purified FXIa, fluorogenic substrate. inhibition, % at 5 µM. 0.19% of 62,000 active;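 further: each value is inhibition by a whole ten-compound pool holding the compound; 0% = enzyme with no mixture and 100% = wells lacking enzyme; strong numbers were not always called active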
FXIIa mix inh – blocks human factor XIIa in pooled compound mixtures; inhibition, % at 5 µM; 0.2% of 62,000 active; P00748; purified FXIIa, fluorogenic substrate;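 further: 0% = enzyme without compound and 100% = no enzyme blank; some results filed as inactive read as strong as hits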
CatB inh – human cathepsin B inhibition; 0.1% of 63,000 active; purified cathepsin B, fluorogenic substrate, fluorescence; P07858; inhibition, %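 (tested at 10 µM)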; AID 453; in the data active means inhibition above about 21%;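 further: 0% = enzyme with no compound and 100% = no enzyme blank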
CatL inh – inhibitors of human cathepsin L; purified cathepsin L, fluorogenic substrate, fluorescence; inhibition, %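 (tested at 10 µM)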; 0.17% of 58,000 active; in the data active means inhibition above about 45%;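 further: 0% = enzyme with no compound and 100% = no enzyme blank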
Target sequence (P07711 114-288 limits assumed): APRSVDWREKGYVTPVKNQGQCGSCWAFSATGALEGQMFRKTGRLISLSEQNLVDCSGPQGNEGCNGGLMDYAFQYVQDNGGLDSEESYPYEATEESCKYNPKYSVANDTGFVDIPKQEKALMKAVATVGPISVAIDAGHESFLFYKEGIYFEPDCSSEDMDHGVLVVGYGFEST
Target sequence (P07711 292-333 limits assumed): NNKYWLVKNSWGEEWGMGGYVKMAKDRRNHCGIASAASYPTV
Abs 340nm – compound absorbs light at 340 nm; compound absorbance at 340 nm, fold over control; fold change at 10 µM; 65,000 tested, under 10 active;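 active means at 10 µM dose, initial 340 nm absorbance at least 2 fold that of control wells; inactive means change under 2 fold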;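 further: initial absorbance extrapolated from kinetic A340 decline of NADH oxidation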
* hit, by the source's call; . = no result given. Unless noted, no stated cut-off is given here; in the data, active means inhibition above about 20% (passing the limit was not always enough); inactive means the rest. Not all compounds are listed; the hit share may differ from the screen's.

SMILES	CatS block	C1s block	Cathepsin G inh	CatB mix inh	FXIa mix inh	FXIIa mix inh	CatB inh	CatL inh	Abs 340nm
Cc1cccc(-c2nnc(NC(=O)c3ccc(Cl)cc3)o2)c1	0	0	5	1	0	1	1	-2	1
CCCC1(C(=O)OCC)NC(c2cc(OC)c(OC)c(OC)c2)C2C(=O)N(CC)C(=O)C21 (stereo not given)	-5	-1	8	2	7	0	1	6	1
CCOc1ccc(C2C(C(=O)OC)=CN(CCOC)C=C2C(=O)OC)cc1	0	-36	-25	1	-18	2	-4	-53	1.1
O=S1(=O)Nc2c(ccc3cccnc23)-c2ccccc21	7	13	13	1	4	-7	0	10	1
Oc1cccc(Nc2ncnc3ccccc23)c1	0	0	1	4	6	0	-1	-4	1.1
CCC(=O)Nc1c2c(nn1-c1ccc(OC)cc1)CS(=O)C2 (stereo not given)	-20	-117	-19	-3	-46	-1	-2	7	1
CCCc1nc(-c2ccc(-c3ccc(F)cc3)cc2)no1	2	7	0	-3	-5	4	-3	11	1.1
CCOC(=O)c1[nH]c(C)c(C(=O)Nc2ccc(C)c(C)c2)c1C	8	2	7	0	-8	0	-3	15	1
COc1ccc(C(=N/O)/C(=N/O)c2ccc(OC)cc2)cc1	6	14	12	6	1	5	-4	10	1
CC(=O)N(C(C)=O)c1ccc2nc(C)[nH]c(=O)c2c1	2	5	-1	0	7	-2	-1	0	1
COc1ccc(C(=O)Cn2c(Br)nc3c2c(=O)n(C)c(=O)n3C)cc1	15	6	8	3	0	6	2	.	1
Cc1ccc(N2CCN(S(=O)(=O)c3ccc(F)c(C)c3)CC2)c(C)c1	7	17	9	-3	9	2	6	9	1
Cn1c(NC(=O)c2cccs2)cc(=O)n(C)c1=O	1	4	7	5	2	-1	4	3	1.2
CCn1c2ccccc2c2nnc(SCc3ccc(C(=O)OC)o3)nc21	-7	-34	3	-2	1	9	4	7	1.1
Cc1oc(-c2ccc(Cl)cc2)nc1CN1CCC(C(=O)N2CCN(Cc3ccccc3)CC2)CC1	4	1	3	-3	-4	-16	-1	.	1.1
Cc1ccc(C(=O)Nc2c(C)n(C)n(-c3ccccc3)c2=O)cc1S(=O)(=O)N1CCOCC1	9	-6	4	1	2	9	5	.	1
COc1cccc(C(=O)Nc2nnc(C(C)C)s2)c1	-5	-22	-5	-2	0	3	0	7	1
Cc1ccc2cc3c(NC(=O)C(C)C)nn(C)c3nc2c1	-1	3	2	0	12	0	2	-1	1.1
O=C(CN1C(=O)CCC1=O)Nc1ccc(S(=O)(=O)N2CCOCC2)cc1	-5	11	8	1	12	-35	3	5	1
COc1ccc(C(=O)COC(=O)CN2CC(=O)Oc3ccccc32)cc1Br	8	12	11	5	12	-1	2	0	1
CN(C(=O)c1ccccc1)c1nc2ccccc2s1	-2	6	8	0	5	-1	5	.	1
Cn1nc(-c2ccc(N3CCOCC3)c(NC(=O)COc3ccccc3)c2)c2ccccc2c1=O	16	-9	-5	5	3	-18	0	25	1.1
Cn1c(O)c(C=NC(CC(N)=O)C(=O)O)c(=O)n(C)c1=O (stereo not given)	2	-5	-4	9	2	3	1	-23	1
CCOc1ccc(-c2nnc(N)o2)cc1	14	-1	1	-1	11	-23	1	.	1
CCOC(=O)c1sc(C)c(C(=O)NCCCN2CCOCC2)c1N	10	-11	-8	5	0	14	5	-3	1.1
O=C(c1cn(-c2ccccc2)nc1-c1ccncc1)N1CCCCC1	15	-27	0	-3	-8	37	3	-10	1
CCOC(=O)Cn1c(=N)n(CCOc2cccc(C)c2)c2ccccc21	20	14	13	5	1	-17	4	-2	0.99
Cc1ccc(C(=O)N2CCN(c3cccc(Cl)c3)CC2)cc1C	7	26	-1	3	4	18	7	6	1.1
CSc1nc2ccc(S(=O)(=O)NC3CCCCC3)cc2s1	-4	7	8	3	9	5	5	9	1
CCC1CCCCN1CCNS(=O)(=O)c1ccc2c(c1)oc(=O)n2C (stereo not given)	8	16	11	7	3	6	2	26	0.98
CC1(C)C(c2ccccc2)=[N+]([O-])CN1O	11	-5	-3	0	3	2	.	20	1
Cc1cc(S(=O)(=O)N(Cc2ccc(F)cc2)CC2CCCO2)ccc1-n1cnnn1 (stereo not given)	-13	9	6	-1	-1	5	1	3	1
CCc1cc2cc3c(cc2nc1SCC(=O)N1CCN(C(=O)c2ccco2)CC1)OCO3	1	3	9	-1	4	2	0	12	1.1
CCCCCCn1c(N2CCN(c3ccccc3)CC2)nc2c1c(=O)n(C)c(=O)n2C	-4	-10	9	2	-7	4	-1	-8	1
COc1cc(C)c(S(=O)(=O)NCc2cccs2)cc1C	16	2	6	2	8	1	6	3	1.1
Cc1cccc(-n2c(SCC(=O)Nc3nonc3C)nnc2-c2ccoc2C)c1	13	-3	-1	2	2	2	6	21	1
CCOc1ccc(Cn2nnc(C(=O)Nc3ccc(OC)cc3OC)c2N)cc1	5	-11	7	-5	3	6	2	1	0.98
COc1cccc(CN2C(=O)CCC2(C)C(=O)NC2CCCCCC2)c1 (stereo not given)	2	12	9	3	7	-16	-1	-1	0.98
Nc1nc2ccc(Oc3ccccc3)cc2s1	1	-3	6	0	-3	2	.	.	0.99
C(#Cc1ccccc1)CN1CCN(c2ccccn2)CC1	-6	-1	9	2	9	-1	0	.	1.1
COCCn1nnnc1C1(N(Cc2cc3cc(C)ccc3[nH]c2=O)CC2CCCO2)CCN(C)CC1 (stereo not given)	8	-1	-2	1	3	5	0	-6	1.1
COc1ccccc1N(CC(=O)Nc1ccccc1C(=O)NC(C)C)S(C)(=O)=O	-9	3	1	6	4	4	-3	7	1.1
O=C(CSc1nnc(C2COc3ccccc3O2)o1)Nc1nccs1 (stereo not given)	2	6	9	-2	4	-17	2	16	1
Cc1nc2c(-c3ccccc3)c(C)[nH]n2c(=O)c1Cl	38	-15	-4	10	7	8	7	18	1.1
CN1CCN(C(=O)c2ccccc2NC(=O)c2cccs2)CC1	14	0	5	3	11	8	2	.	1
CCOC(=O)C1=C(N)Oc2cc(C)oc(=O)c2C1c1cccnc1 (stereo not given)	0	3	0	2	1	5	3	14	1
CCn1c(SCC(=O)Nc2nnc(C)s2)nnc1-c1ccco1	5	1	7	1	2	-7	3	22	0.98
N/C(Cn1nnc(-c2ccccc2)n1)=N\O	-16	-2	-6	0	-8	9	3	-6	0.99
Nc1nonc1-c1nc2ccccc2n1CC(=O)NC1CCCC1	-4	8	10	18	4	5	14	31	0.99
CCOC(=O)CCCCC(=O)c1[nH]c(=O)[nH]c1Cn1cnc2ccccc21	-3	-29	6	-1	-2	9	-1	11	1.1
O=S(=O)(NC(=NC1CCCC1)C(F)(F)F)c1ccccc1	13	5	11	-3	1	-6	5	12	0.99
COc1cc(Cl)c(S(=O)(=O)n2cnc(C)c2)cc1Cl	-5	11	9	2	1	-14	1	.	1
CCOC(=O)C(Cc1c[nH]c2ccccc12)NC(=O)CNC(C)=O (stereo not given)	9	16	17	3	4	-18	5	19	0.98
CCC(C)(C)n1nnnc1C(c1ccc(OC)c(OC)c1)N1CCN(c2cccc(OC)c2)CC1 (stereo not given)	-9	-38	-7	2	-2	3	0	-8	1
CCc1ccc(C(=O)CSC2=C(C#N)C(c3ccco3)C(C(C)=O)=C(C)N2)cc1 (stereo not given)	2	14	8	-2	6	2	6	18	1.1
Cc1nnc(SCC(=O)Nc2sc3c(c2C#N)CCCC3)[nH]c1=O	-2	5	4	0	12	4	3	1	1
CC(C)CC(NC(=O)C(NC(=O)OC(C)(C)C)C(C)C)C(=O)N1CCCC1C(N)=O (stereo not given)	-2	-2	-6	2	2	8	3	15	1
O=C(Cn1cc2c(n1)CCCC2)N1CCOCC1	-7	-51	-7	-4	-8	0	4	-3	1
COc1cccc(N2CCN(C(=O)c3cccnc3)CC2)c1	2	1	1	-1	6	1	4	5	1.1
O=C(Nc1n[nH]c(C2CCCCC2)n1)C1CCCCC1	-12	3	2	3	7	2	-4	-8	1

(more compounds)
SMILES	CatS block	C1s block	Cathepsin G inh	CatB mix inh	FXIa mix inh	FXIIa mix inh	CatB inh	CatL inh	Abs 340nm
O=c1[nH]c(-c2cccnc2)nc2ccccc12	0	2	-5	3	5	11	0	1	1
O=C(C1CCN(S(=O)(=O)N2CCOCC2)CC1)N1CCN(Cc2ccccc2)CC1	4	6	13	2	1	-1	7	8	1
CCOC(=O)C1=C(Nc2ccccc2)OCC1=O	22	23	-4	11	1	-1	6	18	1.1
CCCC(=O)Nc1ccc(-c2nc3cc(C)ccc3o2)cc1	-5	8	6	0	11	8	1	-14	1.1
Cc1ccc(-c2nn3c(=O)c(C)nnc3s2)cc1	14	-4	-6	6	4	15	8	4	1
Cc1ccc(-c2nc3cc(N)ccc3o2)cc1	9	-29	5	2	-7	2	5	-11	1.1
O=S(=O)(c1ccc(Oc2ccc(Br)cc2F)nc1)N1CCCCC1	18	-35	2	0	3	-16	5	12	1
OCCN1CCN(CC#CCn2c3ccccc3c3ccccc32)CC1	-15	6	-17	-20	-36	2	4	32	0.99
Cc1c(C(=O)O)[nH]c2c1C(=O)CC(c1ccccc1)C2 (stereo not given)	0	1	-2	3	8	-16	-3	-7	1
COc1ccc(-c2nnc(CSc3nnc(-c4ccncc4)n3C3CCCCC3)o2)cc1OC	3	1	1	5	10	0	-1	-12	1
CN(C)CCCN1C(=O)C(=O)/C(=C(/O)c2ccc3c(c2)OCCO3)C1c1ccco1 (stereo not given)	12	3	5	9	21	14	-2	13	1.1
Nc1nc2nccc(-c3ccc(Cl)cc3)n2n1	-29	-140	-13	-9	-24	-25	-17	-66	1.1
CC1(C)CC2(CC(C)(C)N1)OC(=O)N1CCc3ccccc3C12C (stereo not given)	-2	-27	-1	3	7	1	-6	-12	1
CNCCCc1[nH]nc(N)c1C#N	6	19	12	3	9	7	2	0	1
COc1ncnc2sc(-c3ccccc3)cc12	2	3	8	3	-2	1	-1	-6	1.1
CC(=O)Nc1ccc(S(=O)(=O)N2CCCN(S(=O)(=O)c3ccc(C)cc3)CC2)cc1	15	-6	4	-1	2	8	-3	11	1
CCCCC(=O)Nc1ccc(NC(=O)c2cccnc2)cn1	2	21*	9	3	6	-15	0	3	1
O=C1CC(N2CCOCC2)C(=O)N1c1cccc(Cl)c1 (stereo not given)	-3	8	11	-1	1	-13	-1	.	1
O=C1CC(c2ccccc2)C(C(=O)O)N1 (stereo not given)	3	6	9	7	3	-17	7	-3	1
CC(=O)Nc1cccc(NC(=O)c2sc3ncn(CC(=O)N4CCCCC4)c(=O)c3c2C)c1	15	5	11	2	4	-5	4	8	1
CC(C(=O)NC1CCCCCC1)N(c1ccccc1)S(C)(=O)=O (stereo not given)	-3	-69	2	5	-15	16	1	5	1
CCOC(=O)CNc1nc(-c2ccncc2)nc2ccccc12	12	16	10	4	2	-15	0	-4	1.1
Cc1cccc(NC(=O)CN(C)S(=O)(=O)c2cccc3nsnc23)c1C	14	2	-1	3	2	3	5	5	1
Cc1cn2c(-c3ccncc3)nnc2s1	3	-5	11	5	5	-4	0	-6	0.98
Cc1csc2ncc(C(=O)NCc3ccccn3)c(=O)n12	-8	-29	-8	1	4	12	1	-18	1.2
COc1ccc(N2CCN(C(=O)c3cc4c(-c5cccc(OC)c5)nn(C)c4s3)CC2)cc1	-4	11	7	0	5	1	5	12	1
Cc1cccc(NC(=O)NCCN2C(=O)C3C4C=CC(C4)C3C2=O)c1 (stereo not given)	9	3	8	4	3	8	5	.	1

High-throughput results (PubChem)
